# HEK293 tox = qHTS of GLP-1 Receptor Inverse Agonists: Cytotox Screen | HEK293 cAMP-luciferase reporter cells, luminescence, 24 h | Potency, µM (doses to about 38.3 µM), without a hit: at the highest dose activity change, negative = inhibition, usual class: inhibitors | 410,000 compounds, 0.13% hits | AID 624418, 2012;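 further: loss of luciferase light is scored as toxicity; on the % scale 0 is the no-effect control and ±100 the full control effect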
#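 Quantitative HTS format, 1536 wells, 200 cells/uL seeded. Compounds: 23 nL, 24 h, 37 °C. Detection: luciferase reagent, luminescence at 12 min RT; decreased signal taken as cytotoxic.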
# SW480 rerep = A quantitative high throughput screen for small molecules that induce DNA re-replication in SW480 colon adenocarcinoma cells; SW480 DNA re-replication, Hoechst DNA content imaging, 48 h; 340,000 compounds, 1.8% hits; Potency, µM (series often up to 46.1 µM), without a hit: at the highest dose re-replication activation, usual class: activators; AID 624297, 2012; further: % of control where 0% means no effect; nearly all actives have a fitted effect of over 55% in size
#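 Treated cells incubate 48 hr (37 C, 5% CO2), are stained 40 min with Hoechst, and nuclear fluorescence is enumerated; a rise in nuclei with high DNA signal marks re-replication.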
# KB-3-1 cytotox = qHTS assay for MDR1-selective chemotherapeutics: Primary screen using the parental adenocarcinoma cell KB-3-1; KB-3-1 viability, CellTiter-Glo ATP luminescence, 72 h; Potency, µM (highest dose often 46.1 µM), inactives show top-dose activity change, negative = cytotoxic, most hits filed as cytotoxic; 400,000 compounds, 1.4% hits; AID 1347075, 2019; further: on the % scale 0 is the no-effect control and ±100 the full control effect; nearly all actives have a fitted effect of over 60% in size
#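 KB-3-1 cells, DMEM (no phenol red) + 10% FBS; compound by pin transfer, 72 h, 37 °C. Readout: CellTiter-Glo luminescence after 10 min. Data normalized, curve-fitted.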
# HT1080 IDH1KD tx = qHTS for induction of synthetic lethality in tumor cells producing 2HG: qHTS for the HT-1080-IDH1KD cell line. HT-1080 IDH1 knockdown viability, ATP luminescence, 48 h. AID 686971, 2013. 360,000 compounds, 2% hits. Potency, µM (titrated, usually from 46.1 µM), inactives show at the highest dose activity, negative = toxicity, most hits filed as cytotoxic;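 further: 0% = DMSO wells and -100% = cell-free medium wells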
#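 HT-1080-IDH1KD cells (IDH1 knocked down), 750/well in RPMI with 5% FBS, treated with compound 48 h at 37 degrees C. Viability by CellTiter-Glo luminescence, normalised to DMSO and no-cell wells; concentration-response curves classed.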
# GLP1R ag = qHTS of GLP-1 Receptor Agonists; Potency, µM (series often up to 45.6 µM), without a hit: at the top dose activation, actives largely listed as activators; 380,000 compounds, 0.007% hits; HEK293 GLP-1R CRE-luciferase, luminescence, 4-6 h; cells express a hypersensitive GLP-1R form; Glucagon-like peptide 1 receptor (Homo sapiens), P43220; further: % of control where 0% means no effect
# Target sequence (P43220 whole entry, looked up): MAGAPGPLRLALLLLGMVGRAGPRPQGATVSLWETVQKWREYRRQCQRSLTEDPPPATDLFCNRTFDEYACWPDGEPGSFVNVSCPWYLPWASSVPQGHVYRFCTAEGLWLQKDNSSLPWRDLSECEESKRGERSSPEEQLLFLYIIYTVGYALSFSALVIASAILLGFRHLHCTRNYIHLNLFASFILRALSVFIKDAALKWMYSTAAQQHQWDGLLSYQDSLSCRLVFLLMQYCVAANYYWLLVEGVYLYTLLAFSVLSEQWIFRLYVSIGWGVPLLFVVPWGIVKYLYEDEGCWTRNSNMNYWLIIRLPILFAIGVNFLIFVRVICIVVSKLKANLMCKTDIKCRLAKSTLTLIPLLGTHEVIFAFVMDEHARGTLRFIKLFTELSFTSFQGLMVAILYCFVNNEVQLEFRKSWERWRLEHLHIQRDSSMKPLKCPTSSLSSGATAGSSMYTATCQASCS
# TDP43 rescue = qHTS of TDP-43 Inhibitors | TDP-43 expressing yeast growth rescue, BacTiter-Glo, 24 h | 410,000 compounds, 1.8% hits | Potency, µM (top dose mostly 46.1 µM), for inactives: at the top dose growth rescue (activation), most hits filed as activators; further: % of control where 0% means no effect; nearly all actives have a fitted effect of over 50% in size
#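 Galactose-induced TDP-43 yeast, OD600=0.02, compound pinned; 24 hr, 30 deg C; BacTiter-Glo luminescence for growth. Inhibitors of TDP-43 toxicity read as activators.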
# HT1080NT lethal = qHTS for induction of synthetic lethality in tumor cells producing 2HG: qHTS for the HT-1080-NT fibrosarcoma cell line | AID 686970, 2013 | Potency, µM (doses to about 46.1 µM), without a hit: at the top dose activity, negative = less viability, hits mostly cytotoxic | 360,000 compounds, 1.6% hits | HT-1080-NT fibrosarcoma viability, CellTiter-Glo ATP luminescence, 48 h;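 further: NT is the 2HG producing partner of a matched IDH1 knockdown line; 0% = DMSO-treated cells and -100% = media-only wells without cells; nearly all actives have a fitted effect of over 55% in size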
#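 Viability by CellTiter-Glo luminescence after 48 h compound exposure at 37C of HT-1080-NT cells (750/well, RPMI, 5% FBS). % activity scaled between DMSO wells and medium-only wells, then curve-fitted and categorized by curve class.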
# KB-V1 MDR tox = qHTS assay for MDR1-selective chemotherapeutics: Primary screen using the drug-selected MDR subline cells KB-V1; KB-V1 MDR cells viability, CellTiter-Glo, 72 h; 400,000 compounds, 3.4% hits; Potency, µM (highest dose often 46.1 µM), for the others: at the top dose activity change, negative = cytotoxicity, most hits filed as cytotoxic; further: on the % scale 0 is the no-effect control and ±100 the full control effect; nearly all actives have a fitted effect of over 60% in size
#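 Compound-treated KB-V1 multidrug-resistant cells, 72 h, 37 degrees C; viability by CellTiter-Glo. Fitted qHTS curves give the values.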
# GLP-1R inv ag = qHTS of GLP-1 Receptor Inverse Agonists (Inhibition Mode). Glucagon-like peptide 1 receptor (Homo sapiens), P43220. HEK293 GLP-1R CRE-luciferase, luminescence, 24 h; GLP-1R form is constitutively active. Potency, µM (series often up to 38.3 µM), without a hit: top-dose activity change, negative = inhibition, usual class: inhibitors. 410,000 compounds, 1.6% hits. AID 624417, 2012; further: on the % scale 0 is the no-effect control and ±100 the full control effect; nearly all actives have a fitted effect of over 55% in size
#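 Cells are plated, allowed 12 hours at 37 deg C, then treated with compounds for 24 hr before luciferase detection reagent is added and luminescence is read after 12 min at room temperature. The HEK293 line carries constitutively active GLP-1R with a cAMP-responsive reporter.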
# The depositor's hits bear a star; ? = inconclusive; · = not tested or not shown; [ ] = dose if it differs, or a comment. The call rests on the fitted dose curve; in most records, active means well fitted curve in the direction sought with a large enough effect; inconclusive means small, poorly fitted or top-dose-only effect, or another doubt; inactive means no such curve, though single readings can be large; an effect the other way counts as inactive or inconclusive. Potency means the concentration at half of the fitted maximal effect.
(1) CC1CCC(NC(=O)C(=O)Nc2ccc3c(c2)OCO3)CC1 (stereo not given)
(2) Cc1ccc(S(=O)(=O)N2[C@H](CC(=O)c3ccc(Cl)c(Cl)c3)OC[C@@H]2C)cc1
(3) O=C(CSc1nnc(-c2cccnc2)n1C1CCCCC1)NC1CCCC1
(4) C/C(=N\Nc1ccc([N+](=O)[O-])cc1)c1ccc(O)cc1
(5) Cc1cc(NC(=O)C(C)(C)Oc2ccc(Cl)cc2)cc(-c2nc3ncccc3o2)c1O
(6) Cc1ccc(CC2C(=O)N(c3ccc(F)cc3)C(=O)C2C)cc1 (stereo not given)
(7) Cc1cc(-c2ccccc2)n2nc(-c3cccc(Br)c3)cc2n1
(8) COc1ccc(-c2c(C)nn3c4c(cnc23)C(=O)CC(c2ccccc2)C4)cc1 (stereo not given)
(9) O=C(N/C(=C/c1ccc(Br)cc1)C(=O)N1CCCCC1)c1ccccc1F
(10) NC(c1csc(NC(=O)Nc2ccccc2Cl)n1)C1CCCCC1 (stereo not given)

Screen / compound no.	1	2	3	4	5	6	7	8	9	10
HEK293 tox	-2%	?	6%	6%	6%	10%	25%	6%	-6%	-6%
SW480 rerep	-9%	·	0%	23µM*	·	-2%	·	·	?	·
KB-3-1 cytotox	6%	0%	9%	4%	7%	26%	-4%	-2%	·	0%
HT1080 IDH1KD tx	-9%	?	-6%	?	·	21%	·	·	-11%	?
GLP1R ag	-1%	·	4%	16%	1%	2%	·	0%	11%	9%
TDP43 rescue	-10%	7%	-19%	24%	6%	?	11%	-5%	-9%	-4%
HT1080NT lethal	-19%	?	1%	?	·	14%	·	·	-3%	?
KB-V1 MDR tox	15%	?	?	7%	-2%	-7%	-6%	-4%	·	2%
GLP-1R inv ag	-15%	?	29%	?	21%	-21%	-20%	14%	?	6%

# Exported with each value named: part of the list above.
2: Cc1ccc(S(=O)(=O)N2[C@H](CC(=O)c3ccc(Cl)c(Cl)c3)OC[C@@H]2C)cc1
  HEK293 tox = ? | SW480 rerep = · | KB-3-1 cytotox = 0% | HT1080 IDH1KD tx = ? | GLP1R ag = · | TDP43 rescue = 7% | HT1080NT lethal = ? | KB-V1 MDR tox = ? | GLP-1R inv ag = ?
3: O=C(CSc1nnc(-c2cccnc2)n1C1CCCCC1)NC1CCCC1
  HEK293 tox = 6% | SW480 rerep = 0% | KB-3-1 cytotox = 9% | HT1080 IDH1KD tx = -6% | GLP1R ag = 4% | TDP43 rescue = -19% | HT1080NT lethal = 1% | KB-V1 MDR tox = ? | GLP-1R inv ag = 29%

# The main list resumes with the two entries that preceded the break.
(9) O=C(N/C(=C/c1ccc(Br)cc1)C(=O)N1CCCCC1)c1ccccc1F
(10) NC(c1csc(NC(=O)Nc2ccccc2Cl)n1)C1CCCCC1 (stereo not given)
(11) NS(=O)(=O)c1ccc(CNC(=O)CCSCCC(=O)NCc2ccc(S(N)(=O)=O)cc2)cc1
(12) COc1ccc2sc(N(CCCN(C)C)C(=O)c3ccc(S(=O)(=O)N(C)Cc4ccccc4)cc3)nc2c1
(13) CC1CC(C)CN(C(=O)/C(=C\c2ccccc2)c2ccccc2)C1 (stereo not given)
(14) CC(C)CN1CCN(Cc2nc3ccccc3s2)CC1CCO (stereo not given)
(15) COCCCNC(=O)CCn1c(=O)c2ccccc2n(Cc2cccc([N+](=O)[O-])c2)c1=O
(16) Cc1c(CCO)c(=O)n(C)n1C(=O)c1ccc(F)cc1
(17) c1ccc(CCc2nn3c(Cn4nnc5ccccc54)nnc3s2)cc1
(18) COc1cc(/C=C(/NC(=O)c2ccc(Cl)cc2Cl)C(=O)O)cc(OC)c1OC
(19) CCC(=O)Nc1cccc(-c2nc3ccccc3c(=O)o2)c1
(20) CCN1C(=O)C(=O)N(CC(=O)N2CCC(C)Sc3ccccc32)C1=O (stereo not given)

Screen / compound no.	9	10	11	12	13	14	15	16	17	18	19	20
HEK293 tox	-6%	-6%	5%[7.66 µM]	?	-2%	-2%	-10%	1%	-20%	-9%	-7%	-11%
SW480 rerep	?	·	0%	14%	-23%	5%	-3%	-3%	-8%	-2%	-3%	-13%
KB-3-1 cytotox	·	0%	12%	?	?	-2%	9%	0%	0%	-4%	0%	-19%
HT1080 IDH1KD tx	-11%	?	5%	-3%	-8%	5%	0%	-7%	0%	2%	15%	5%
GLP1R ag	11%	9%	7%	-2%	-11%	2%	1%	-11%	4%	-3%	0%	-3%
TDP43 rescue	-9%	-4%	7%[9.22 µM]	-10%	0%	-14%	-15%	-9%	1%	14%	28%	19%
HT1080NT lethal	-3%	?	18%	-9%	-2%	2%	12%	-1%	-13%	7%	11%	0%[9.24 µM]
KB-V1 MDR tox	·	2%	1%	?	8.2µM*	-26%	1%	14%	-21%	19%	-8%	-17%
GLP-1R inv ag	?	6%	-12%[7.66 µM]	?	?	?	-9%	-9%	-11%	0%	0%	1%

(21) Cc1nc(SCC(=O)Nc2c(C)n(C)n(-c3ccccc3)c2=O)[nH]c(=O)c1Cc1ccccc1
(22) O=C(OCc1cncs1)c1ccccc1
(23) Cc1ccc(CC(=O)N2CC(C)OC(C)C2)cc1 (stereo not given)
(24) Cc1nnc(N2C(=O)c3oc4ccccc4c(=O)c3C2c2ccco2)s1 (stereo not given)
(25) CC(/C=N/NC(=O)c1nnn(-c2nonc2N)c1C(C)C)=C\c1ccccc1
(26) COc1ccc(C(=O)Nc2cccc(-c3csc(C)n3)c2)cc1S(=O)(=O)N1CCCC1
(27) CCC(=O)N(C)C[C@@H]1Oc2ncc(Br)cc2C(=O)N([C@@H](C)CO)C[C@H]1C
(28) CCOC(=O)CNC(=O)c1ccc(Br)s1
(29) CCCOc1ccc(F)cc1-c1cc(C(=O)NCc2cc(C(F)(F)F)cc(C(F)(F)F)c2)[nH]n1
(30) CNC(=S)N/N=C/c1cn(Cc2ccc(C)cc2)c2ccccc12

Screen / compound no.	21	22	23	24	25	26	27	28	29	30
HEK293 tox	5%	1%	2%	1%	2%	-23%	2%	-1%	-10%	1%
SW480 rerep	2%	5%	1%[9.22 µM]	0%	-6%	-7%	·	7%	·	?
KB-3-1 cytotox	2%	-3%	11%	1%	3%	-15%	-2%	-5%	0%	?
HT1080 IDH1KD tx	5%	2%	2%	7%	0%	-29%	11%	3%	?	?
GLP1R ag	2%	8%	-6%	0%	4%	-5%	-5%	-5%	-2%	11%
TDP43 rescue	-24%	-22%[0.397 µM]	-2%	25%	-7%	6%	0%	10%	7%	?
HT1080NT lethal	18%	15%	13%	13%	-27%	?	?	8%	?	-19%
KB-V1 MDR tox	-5%	-3%	2%	0%	-10%	?	-1%	25%	5%	16µM*
GLP-1R inv ag	1%	25%	4%	6%	-7%	?	34%[activator]	4%	22%	?

(31) COc1ccccc1-c1noc2ncnc(Nc3ccccc3C)c12
(32) CC(=O)Oc1ccc(C23c4ccccc4C2(OC(C)=O)c2cc(OC(C)=O)ccc23)cc1 (stereo not given)
(33) CCn1c(SCC(=O)N/N=C/c2ccc(OC)c(OC)c2)nc2ccccc21
(34) CC(=O)N/N=C/c1c(C)[nH]n(-c2ccccc2)c1=O
(35) CCOc1ccc(CCNC(=O)c2ccc3c(=O)n4c(nc3c2)CCCCC4)cc1
(36) Nc1nonc1C(=O)NCCNCc1ccccc1
(37) CCc1cc(C(=O)c2ccccc2)c(N)s1
(38) CCOC(=O)c1ccc(NC(=S)N2CCSC2c2ccc(Br)cc2)cc1 (stereo not given)
(39) Cc1nnsc1S(=O)(=O)Cc1ccccc1C(F)(F)F
(40) CS(=O)(=O)N(CC(=O)N1CCCCCC1)c1ccccc1

Screen / compound no.	31	32	33	34	35	36	37	38	39	40
HEK293 tox	5%	-9%	2%	0%	-10%	17%	-4%	0%	-3%	5%
SW480 rerep	-2%	18µM*	-4%	26%	?	-3%	-9%	-3%	7%	0%
KB-3-1 cytotox	0%	?	10%	-6%	-10%	5%	3%	4%	2%	10%
HT1080 IDH1KD tx	-7%	7.3µM*	2%	-21%	-1%	-4%	-10%	-1%	0%	6%
GLP1R ag	6%	2%	?	-2%	13%	-8%	-6%	-11%	1%	-4%
TDP43 rescue	?	-6%	-20%	3%	28%	-12%	11µM*	9%	0%	3%
HT1080NT lethal	-2%	7.3µM*	7%	-17%	-17%	-7%	-3%	-2%	-6%	8%
KB-V1 MDR tox	-1%	?	3%	?	-25%	0%	18%	?	-4%	2%
GLP-1R inv ag	-3%	?	0%	11%	?	-12%	?	?	?	0%

(41) Nc1nc2c(ncn2-c2ccccc2)c(=O)[nH]1
(42) COc1cccc(CC(=O)Nc2c(C(=O)N3CCN(c4ccccc4F)CC3)oc3ccccc23)c1
(43) CCNc1nc(NC(C)C)nc(OCC)n1
(44) C=C(C)c1cccc(C(C)(C)NC(=O)NCc2ccc(OC)c(OC)c2)c1
(45) Cc1cnc(CN(C)C(=O)CC2C(=O)NCCN2CCCc2ccccc2)[nH]1 (stereo not given)

Screen / compound no.	41	42	43	44	45
HEK293 tox	19%	-14%	5%	-18%	17%
SW480 rerep	-1%	·	-6%	-4%	-1%
KB-3-1 cytotox	25%	16µM*	0%	4%	0%
HT1080 IDH1KD tx	-2%	·	-7%	-4%	3%
GLP1R ag	-1%	·	7%	1%	-5%
TDP43 rescue	-21%	18%	1%	3%	0%
HT1080NT lethal	-4%	·	-5%	7%	0%
KB-V1 MDR tox	11%	?	11%	-24%	-7%
GLP-1R inv ag	0%	?	39%[activator]	0%	21%

# Screens from PubChem BioAssay.
